Casp6 inh = human caspase-6 inhibitors, primary screen, biochemical, VEID-R110 fluorescence, single point, set 2; inhibition, % at 12.5 µM; actives 0.53% (n = 350,000); P55212; purified caspase-6, Z-VEID-R110 cleavage fluorescence;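 active = mean inhibition across replicates at least about 35%, with every replicate also reaching that limit, limit read from the data; inconclusive = only one of the two criteria met; inactive = neither criterion met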;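 also: 0% = median of neutral control wells and 100% = no fluorescence left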
XiGFP reactiv = activators of inactive X chromosome reactivation, primary screen, imaging, XiGFP fibroblasts, GFP high-content imaging, set 2; XiGFP mouse fibroblasts, % GFP-positive cells imaging, 3 d; cells co-treated with 5-aza-dC sensitizer; scaled so ellipticine positive control = 100%; activation, % at 7.58 µM; actives 0.055% (n = 360,000);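 active = mean normalized replicate activation at least 10% and every replicate at or above 10%; inconclusive = only one of the two criteria met; inactive = mean below 10% and not all replicates reach 10%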;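 also: 0% = median of on-plate neutral control wells and 100% = ellipticine 6 µM median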
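Material: SV40-immortalized XiGFP fibroblast cells, line 68-5-11 | Buffer or medium: DMEM containing 5-aza-dC | Dosing: One concentration, pinned | Times: 3 d treatment, 15 min room-temperature fixation | Controls: Ellipticine 6 µM positive control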
DENV2 CPE = inhibitors of DENV2 cytopathic effect, primary screen, cell-based, plate reader, single concentration; DENV2-infected cells, cytopathic effect rescue; actives 1.7% (n = 350,000); CPE inhibition, % at 9.99 µM; in the data active = CPE inhibition above about 20%, passing the limit was not always enough; inconclusive = no clear call, values can overlap the other calls; tested in BHK-21 cells;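 also: 0% = median of neutral control wells and 100% = median of positive control wells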
E-sel inducer = E-selectin induction in HUVECs, primary screen, imaging, HUVEC, immunofluorescence imaging, single point | actives 0.37% (n = 260,000) | normalized: neutral wells 0, TNF-alpha wells 100 | activation, % at 7.58 µM | P16581;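 active = mean E-selectin-positive cell signal at least 10% of the positive control, reached in at least 60% of replicates, without over 20% cell loss; inconclusive = no rule given, readout overlaps actives, possibly toxicity-flagged; inactive = the rest, including those meeting only one limit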;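 also: in these data hits start at about 27%; measured in HUVEC primary endothelial cells; signal is the percent of cells scored E-selectin positive by PE staining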
Target sequence (P16581 whole entry, looked up): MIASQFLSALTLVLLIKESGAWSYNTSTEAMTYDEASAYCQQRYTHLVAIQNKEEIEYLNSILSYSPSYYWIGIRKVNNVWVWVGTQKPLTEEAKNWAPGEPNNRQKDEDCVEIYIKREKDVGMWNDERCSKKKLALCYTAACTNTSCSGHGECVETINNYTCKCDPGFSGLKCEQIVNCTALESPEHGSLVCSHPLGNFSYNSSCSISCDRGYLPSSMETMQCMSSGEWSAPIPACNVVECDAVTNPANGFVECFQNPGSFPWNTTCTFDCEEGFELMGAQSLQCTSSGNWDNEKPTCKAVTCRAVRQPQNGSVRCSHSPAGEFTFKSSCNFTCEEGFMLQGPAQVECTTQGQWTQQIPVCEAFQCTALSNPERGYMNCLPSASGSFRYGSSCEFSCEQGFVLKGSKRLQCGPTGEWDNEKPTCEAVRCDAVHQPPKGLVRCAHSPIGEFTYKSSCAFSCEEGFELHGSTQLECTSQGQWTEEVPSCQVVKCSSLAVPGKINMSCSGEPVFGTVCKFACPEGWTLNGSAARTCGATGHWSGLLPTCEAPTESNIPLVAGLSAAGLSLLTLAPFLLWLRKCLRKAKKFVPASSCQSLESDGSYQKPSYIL
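Material: HUVEC primary endothelial cells; Amount: 3,000 cells per well; Dosing: single concentration; Medium: EGM-2 growth medium on 0.1% gelatin-coated wells; Read-out basis: percent E-selectin-positive cells; Signal: immunofluorescence imaging; Control set: TNF-alpha, DMSO.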
INS-1E GSIS act = GLuc luminescence reporter in INS-1E cells, primary screen for activators of glucose-dependent secretion of insulin. INS-1E GLuc reporter insulin secretion, 2-3 h. actives 0.61% (n = 370,000). activation, % at 16.6 µM;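 active = lowest replicate activation of at least 40%, so every replicate reaches that level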;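 also: 0% = median of neutral control wells and 100% = median of IBMX positive control wells; some compounds called inactive have numbers as strong as hits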
RAD54 inh = inhibitors of human RAD54 branch migration, primary screen, biochemical, fluorescence, single point; RAD54 Holliday junction branch migration, FAM/BHQ fluorescence; inhibition, % at 10.4 µM; DNA repair and recombination protein RAD54-like (Homo sapiens), Q92698; actives 0.14% (n = 360,000);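 active = mean normalized replicate activity at least 40 and at least half of replicates scoring 40 or more; inconclusive = only one of the two criteria met; inactive = mean below 40 and under half of replicates reaching 40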;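 also: 0% = median of neutral control wells and 100% = median of positive control wells; inhibitors cause a drop in the FAM fluorescence signal; in these data hits start at about 50%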
CFTR F508del cor = F508del CFTR correction, initial screen, CFBE line, single point. activity (quench increase), % at 7.58 µM. actives 0.36% (n = 350,000). AID 720511, 2013. CFBE cells, YFP halide quenching; stimulated with forskolin plus potentiator P3; % fluorescence drop versus neutral controls;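 active = mean added fluorescence quench of at least 8% versus neutral control, with both replicates also reaching 8%; inconclusive = only one of the mean or replicate conditions met; inactive = mean below 8% and not both replicates reaching 8%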;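 also: cells transiently co-express mutant CFTR-F508del with the halide-sensitive YFP; corrector assay measuring rescue of mutant channel to the surface after 24 h compound exposure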
RAD52 anneal inh = RAD52 DNA annealing inhibitors, primary screen, biochemical, FRET, single point, set 2. DNA repair protein RAD52 homolog (Homo sapiens), P43351. recombinant RAD52 DNA annealing, FRET fluorescence. inhibition, % at 18.7 µM. actives 0.46% (n = 360,000). AID 651710, 2012;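 active = every replicate showing at least 50% inhibition; inconclusive = mean inhibition at least 50% but not in every replicate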
Target sequence (P43351 whole entry, looked up): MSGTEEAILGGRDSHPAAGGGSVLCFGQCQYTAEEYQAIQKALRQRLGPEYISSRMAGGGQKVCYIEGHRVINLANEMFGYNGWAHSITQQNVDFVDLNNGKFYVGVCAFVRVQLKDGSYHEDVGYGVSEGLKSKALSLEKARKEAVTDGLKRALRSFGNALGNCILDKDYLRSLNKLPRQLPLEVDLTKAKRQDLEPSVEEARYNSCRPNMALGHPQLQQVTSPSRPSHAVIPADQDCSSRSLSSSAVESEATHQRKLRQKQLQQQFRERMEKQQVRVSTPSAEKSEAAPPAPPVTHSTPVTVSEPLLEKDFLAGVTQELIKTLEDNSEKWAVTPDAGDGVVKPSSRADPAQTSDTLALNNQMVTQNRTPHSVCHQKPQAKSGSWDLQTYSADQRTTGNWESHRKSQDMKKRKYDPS
Numbers without * were called inactive; ? = inconclusive; nt = not tested or not shown; & = joins results of further samples. Rows were taken by chance. About 3.7% of those tested had a hit in this group.

Every second line gives: Casp6 inh, XiGFP reactiv, DENV2 CPE, E-sel inducer, INS-1E GSIS act, RAD54 inh, CFTR F508del cor, RAD52 anneal inh
CC(=O)Nc1ccc(NC(=O)C(C)OC(=O)CCCN2C(=O)c3cccc4cccc(c34)C2=O)cc1 (configuration not stated)
  -2, -0.1, 2, -0.9, 12, -6, 0.4, -9
O=S(=O)(Nc1ccc(N2CCOCC2)cc1)c1c(F)cc(F)cc1Br
  4, 0.0, 0, 1.5, 16, -1, 2.1, -15
Cc1cc(C)n2c(Nc3ccc4c(c3)OCCO4)c(-c3ccccn3)nc2n1
  -3, 0.3, 3, 0.0, -15, nt, 2.9, -2
CN1C(=O)C(CC(=O)Nc2ccc(F)cc2)N(NC(=O)c2cccc(F)c2)C1=S (configuration not stated)
  1, 0.0, -1, nt, nt, nt, -0.3, -9
COc1ccc(OCC(=O)Nc2ccc(NC(=O)c3ccccc3Cl)c(OC)c2)cc1
  4, 0.2, -6, -0.2, 7, 2, -1.3, -14
CC(C)(C)[S@@](=O)N1Cc2cc(C(=O)NC3CCCCC3)nc(-c3cccc(Br)c3)c2[C@H]1CCO
  -6, -0.1, -3, 0.0, -7, -16, nt, 13
CN(C)C(=O)[C@@]1(Cc2ccccc2CN=[N+]=[N-])COC(c2ccc(OCCCO)cc2)=N1
  -1, nt, -2, nt, nt, 1, 0.4, -4
O=C1N[C@H](Cc2ccccc2)COCn2nncc2CC[C@H]1Cc1ccccc1
  1, 0.0, -1, nt, 2, nt, nt, 6
Cc1ccc(SCCn2nc(C(=O)O)c3ccccc3c2=O)cc1
  -2, -0.1, -9, 0.7, 0, nt, 1.9, -27
CCC1(c2ccc(F)cc2)NC(=O)N(CC(=O)N2CCc3ccccc3C2)C1=O (configuration not stated)
  0, 0.0, -2, nt, -14, nt, -0.2, -20
O=C(CNC(=O)c1ccc(Br)o1)NCc1ccccc1
  -1, 0.0, -3, nt, 25, 4, 0.1, -6
Cc1cccc(NC(=O)CSCC(=O)Nc2ccccc2C(=O)NC2CC2)c1
  0, 0.0, 16, -0.9, 0, -1, -0.8, -10
COc1ccc(COC(=O)CCS(=O)(=O)c2ccc(C)cc2)cc1
  -1, -0.2, 0, 0.3, 3, nt, -0.3, -9
CCN1CSC(=S)N(Cc2ccccc2)C1
  -1, 0.8, -6, 1.6, 11, nt, 2.0, -15
CC(C)NC(=O)N1[C@H](C#N)[C@@H](c2ccc(C#CC3CCCC3)cc2)[C@H]1CO
  -3, 0.3, 8, -0.1, 3, -2, 5.6, 4
COCc1[nH]nc2c1C(c1ccc(C)cc1)N(c1ccc(OC)cc1)C2=O (configuration not stated)
  -4, 1.1, -1, -0.2, 6, nt, 4.5, -9
CCOc1ccc(NC(=O)CSc2nc3ccccc3c(=O)n2CCCC(=O)NCCCN2CCCC2=O)cc1
  -1, 0.0, -5, -0.1, -3, -5, -0.6, -20
COc1ccccc1NC(=O)N[C@@H]1CC[C@H](CCNS(=O)(=O)c2ccc(C)cc2)O[C@H]1CO
  -1, -0.3, -8, -0.4, 0, nt, -1.5, 2
Cc1noc(C)c1NC(=O)N(C)C[C@@H]1Oc2ccc(NC(=O)CCCN(C)C)cc2C(=O)N([C@H](C)CO)C[C@H]1C
  2, 0.1, -5, -0.1, -4, nt, 1.8, -12
C/C(=N\NC(=O)c1ccc(-c2ccccc2)cc1)C1C(=O)c2ccccc2C1=O
  5, -0.1, -6, nt, -3, nt, 2.5, -10
C/C(=N\NC(=S)NCCc1ccccc1)c1ccc(Cl)cc1Cl
  1, 0.3, 14, nt, -10, -13, -1.2, -4
CN1C(=O)c2ccc(C(=O)Nc3ccccc3O)cc2C1=O
  -1, 0.1, 7, nt, -4, -9, -1.3, -9
Cc1ccc(-c2cc(C(=O)N/N=C/c3ccc(Cl)cc3)n[nH]2)o1
  2, 0.0, 7, -0.1, -12, -4, -3.4, 6
C[C@@H]1CN([C@H](C)CO)C(=O)c2cc(NS(=O)(=O)c3ccc(Cl)cc3)ccc2O[C@@H]1CN(C)Cc1ccc(Oc2ccccc2)cc1
  0, 0.2, -15, -0.3, -9, 6, 3.2, -7
CSc1nnc(C)c(=O)n1COC(=O)COc1ccc(Cl)cc1
  0, -0.1, -5, nt, -7, nt, 1.0, -15
CO[C@H]1CN(C)C(=O)c2ccc(NC(=O)Nc3ccccc3F)cc2OC[C@H](C)N(CC2CC2)C[C@H]1C
  -10, 0.5, 3, 0.1, -4, 1, 0.7, -4
CCOC(=O)C[n+]1c(C)csc1C
  -4, 0.1, 8, -0.6, -13, 8, -0.1, -7
Nc1cccc(CCc2ccncc2)c1
  -1, 0.1, 9, nt, 16, 0, 3.4, -4
Cn1nccc1-c1coc2c(C(=O)NCc3ccccc3)cccc12
  0, 0.2, -6, 26, 0, -7, -2.8, -4
CN(C)CC(=O)Nc1ccc2c(c1)[C@@H]1C[C@@H](CC(=O)NCc3ccccc3)O[C@H](CO)[C@@H]1O2
  1, 0.0, -14, 0.0, 8, 1, 0.4, -8
C[C@@H]1CN([C@H](C)CO)C(=O)Cc2cc(N(C)C)ccc2O[C@@H]1CN(C)S(=O)(=O)c1ccc(Cl)cc1
  3, -0.8, -12, nt, 2, -1, 1.4, -7
Cn1c2ccc(Cl)cc2c2nc3ccccc3nc21
  0, -0.1, -4, 0.1, 11, -3, 2.7, 11
O=C1NC2=C(C(=O)CCC2)C(c2ccc3ncccc3c2)N1 (configuration not stated)
  3, nt, 1, nt, 5, -3, 3.2, -14
C=CCCC(=O)Nc1nc(C)c(-c2csc(Nc3ccccc3OC)n2)s1
  -3, 0.0, nt, 0.0, -10, -1, 5.5, -26
O=C(N[C@H]1CC[C@H](CCNS(=O)(=O)c2ccc(F)cc2)O[C@H]1CO)C1CCC1
  -1, 0.4, 0, 0.5, -1, 0, 0.7, 0
CCCNC(=O)[C@@H]1[C@@H](CO)[C@@H]2Cn3c(ccc(-c4ccc(OC)cc4)c3=O)[C@@H]2N1CC
  1, 0.1, 13, -0.7, -8, nt, -2.4, -21
CCCc1ccc(S(=O)(=O)N(C)S(=O)(=O)c2ccc(F)cc2)cc1
  nt, 0.2, -9, 0.1, -18, -4, 0.0, -4
COc1ccc(NC(=O)N(C)C[C@H]2Oc3ncc(C#C[C@@H](C)O)cc3C(=O)N([C@H](C)CO)C[C@H]2C)cc1
  8&3&0, 0.1&0.0, 2&-2&13, -0.2&0.6, 8&26, 5&2&2, -0.7&1.1&0.0, -14&3&3
O=C(N/N=C/c1cc2ccccc2[nH]1)c1ccccc1Cl
  0, 0.1, 1, 0.1, 18, 17, 1.3, -16
C[C@H](CO)N1C[C@H](C)[C@@H](CN(C)S(=O)(=O)c2ccccc2)Oc2ccc(NS(=O)(=O)c3ccc(F)cc3)cc2CC1=O
  -2, -1.1, 2, 0.0, -11, 5, -2.7, 12
O=C1CCC(C(=O)N2CCN(c3cnccn3)CC2)CN1CCc1ccccc1 (configuration not stated)
  -3, 0.1, 4, -0.1, nt, -2, -2.6, -8
O[C@H]1C[C@H](c2ccccc2)N(CC2CCCCC2)C[C@@H]1n1cc(C2CC2)nn1
  3, 0.1, 6, nt, 143*, -4, -5.9, -14
O=C(Nc1ccc2c(c1)[C@H]1C[C@@H](CC(=O)N3CCCCC3)O[C@@H](CO)[C@H]1O2)NC1CCCC1
  -1, 0.2, 3, 0.3, 2, 5, 0.9, 1
COc1ccc(NC(=O)CO/N=C2/CCCc3nonc32)c(OC)c1
  1, 0.5, 6, nt, -4, nt, 1.8, -15
C[C@@H]1CN([C@@H](C)CO)C(=O)c2cccc(NC(=O)Nc3ccc(C(F)(F)F)cc3)c2O[C@H]1CN(C)C(=O)NC1CCCCC1
  -4, 0.2, 1, 1.6, -3, 9, 6.5, -1
C[C@@H]1CN([C@H](C)CO)C(=O)c2cc(NS(C)(=O)=O)ccc2O[C@@H](C)CCCCO[C@H]1CN(C)C(=O)Nc1ccc2c(c1)OCO2
  0, 0.1, 1, -0.2, 4, 6, 0.7, 3
CCCC(=O)Nc1ccc2c(c1)C(=O)N(C)[C@H]1CC[C@H](CC(=O)NCC3CC3)O[C@H]1CO2
  0, 0.3, ?, 0.0, -1, -7, -4.8, -41
C/C=C/c1cccc(-c2nc(C(=O)NC3Cc4ccccc4C3)cc3c2[C@H](CCO)N(C(C)=O)C3)c1
  1, 0.0, -1, 0.5, -11, nt, -2.2, -6
CC(C)(C)OC(=O)NC(=NCCCc1cn(CC(=O)N2CCN(C(=O)OC(C)(C)C)CC2)nn1)NC(=O)OC(C)(C)C
  -3, -0.3, -6, -0.1, -7, 10, 3.2, -12
COc1ccc(-c2cc(C(=O)Nc3ccc4c(c3)OCO4)no2)cc1OC
  2, 0.2, 9, nt, 3, 19, 0.1, -2
CCOC(=O)C1C2C=CC3(CN(c4ccc(Cl)c(F)c4)C(=O)C13)O2 (configuration not stated)
  0, 0.2, -1, -0.3, -4, 4, -3.8, -6
Cc1ccc(C(=O)OCC(=O)NC(C)C)cc1S(=O)(=O)N1CCOCC1
  7, 0.1, -3, nt, 1, -11, 0.5, 1
COCCC1CCCCN1C(=O)c1cc(COc2cccc(C(C)=O)c2)on1 (configuration not stated)
  2, 0.0, -2, 0.1, -3, 9, -0.3, 5
COCCCn1c(=O)/c(=C\c2ccc(OC(F)F)c(OC)c2)s/c1=C(/C#N)C(=O)NCCOC
  -1, nt, -6, -0.2, 15, nt, 3.3, -125
CC1=C(C(=O)N(C(C)C)C(C)C)CC(CC(=O)NC2CCCCC2)C(=O)N1CCC1=CCCCC1 (configuration not stated)
  3, 0.1, 5, 0.0, -2, -1, 1.9, -4
Cc1ccc(S(=O)(=O)N(C)C[C@H]2OCCCC[C@@H](C)Oc3ccc(NS(=O)(=O)c4c(C)noc4C)cc3C(=O)N([C@@H](C)CO)C[C@@H]2C)cc1
  2, -0.1, 29*, nt, -11, 8, 1.2, -57
C/C(=N\NC(=O)c1ccncc1)c1cccc(NC(=O)c2ccc(Cl)s2)c1
  0, 0.6, 2, -0.1, 5, 12, -1.7, -11

A second format for part of the listing above:
molecule: C=CCCC(=O)Nc1nc(C)c(-c2csc(Nc3ccccc3OC)n2)s1
  Casp6 inh = -3 | XiGFP reactiv = 0.0 | DENV2 CPE = nt | E-sel inducer = 0.0 | INS-1E GSIS act = -10 | RAD54 inh = -1 | CFTR F508del cor = 5.5 | RAD52 anneal inh = -26
molecule: O=C(N[C@H]1CC[C@H](CCNS(=O)(=O)c2ccc(F)cc2)O[C@H]1CO)C1CCC1
  Casp6 inh = -1 | XiGFP reactiv = 0.4 | DENV2 CPE = 0 | E-sel inducer = 0.5 | INS-1E GSIS act = -1 | RAD54 inh = 0 | CFTR F508del cor = 0.7 | RAD52 anneal inh = 0
